High-throughput results as filed in PubChem.
Growth percent in the NCI-60 one-dose screen (48 h, 10 µM unless noted): 100 = growth as untreated, 0 = no growth, -100 = all killed.
COLO 205 – COLO 205 colon cancer; hit rate 7.3% among 79,000
SNB-19 – SNB-19 CNS cancer cells; hit rate 2.5% among 81,000; AID 1794751
HCC-2998 – HCC-2998 colon cancer; AID 1794799; hit rate 4.7% among 79,000
SNB-75 – SNB-75 CNS cancer | hit rate 5% among 79,000 | AID 1794750
KM12 – KM12 colon cancer cells; hit rate 5% among 82,000; AID 1794800
HCT-116 – HCT-116 colon cancer | hit rate 7.3% among 82,000
HT29 – HT29 colon cancer; AID 1794748; hit rate 7.4% among 81,000
HCT-15 – HCT-15 colon cancer. hit rate 5.2% among 82,000. AID 1794746
SW-620 – SW-620 colon cancer; hit rate 5.2% among 82,000; AID 1794795
Active calls of the source: *; . = no result given; & = joins results of further samples. Rule for the calls: active = growth percent below 10; inactive = the rest. Rows were taken by chance; overall some 10% were active at least once.

entry	SMILES	COLO 205	SNB-19	HCC-2998	SNB-75	KM12	HCT-116	HT29	HCT-15	SW-620
1	CCN(CC)CCCNC(=O)c1ccc(N)cc1O	.	106	79	113	106	95	103	96	96
2	Cc1ccc(NC(=O)c2sc3nc4c(cc3c2N)C(=O)CCC4)cc1	24	72	80	86	57	92	.	59	67
3	O=C1c2cccc3cccc(c23)C(=O)N1Nc1nc(N2CCCCC2)nc(N2CCOCC2)n1	110	95	106	78	95	90	112	94	94
4	CCCCCCCCCCCCCCCCOP(=O)([O-])OCC[N+](C)(C)C	11	-13*	18	44	-90*	25	-14*	1.4*	51
5	Cc1ccc(/C=C2\CCCC3=C2N=C2SC=NN2C3c2ccc(C)cc2)cc1 (centres undefined)	129	96	99	105	113	100	102	101	105
6	Cc1cc(=O)oc2c1ccc1ccccc12	112	93	98	104	104	95	98	110	114
7	Nc1cc2cccnc2cc1Cl	110	109	99	100	103	110	112	97	96
8	CCCN(CCC)S(=O)(=O)c1ccc(C(=O)O)cc1	124&100	94&105	100&106	96&110	115&116	102&101	108&105	98&92	106&103
9	CN1CCN(Cc2ccc(NC(=O)c3cncc(C#Cc4cnc5ccc(N)nn45)c3)cc2C(F)(F)F)CC1	-42*	35	21	58	3.5*	1.2*	6.0*	50	0.7*
10	COc1ccc(NC(=O)N2CCN(c3nc(-c4ccc(C)cc4)nc4ccccc34)CC2)cc1	103	73	72	83	77	76	73	62	93
11	COc1ccc(-c2cn3ccnc3c(-c3ccc(OC)cc3)n2)cc1	96	101	105	94	89	94	90	94	93
12	Nc1ccc(S(=O)(=O)O)c2ccccc12	123&120	104&93	136&106	76&123	113&103	108&128	110&127	95&91	110&97
13	COc1ccccc1Nc1nc2c(s1)C1=CC[C@H]3[C@@H]4CC[C@H]([C@H](C)CCCC(C)C)[C@@]4(C)CC[C@@H]3[C@@]1(C)CC2	106	104	101	98	101	102	101	103	101
14	CC(OC(=O)c1ccccc1C(=O)OC(C)c1ccccc1)c1ccccc1 (centres undefined)	109	101	96	93	107	93	106	103	107
15	CC1(C)[C@@H](O)CC[C@]2(C)[C@H]3C=CC4=C5C[C@](C)(CO)CC[C@]5(C)CC[C@@]4(C)[C@]3(C)CC[C@@H]12	124	93	109	81	101	102	105	100	104
16	Cc1c(Br)cc(Br)cc1Br	110	.	97	85	116	95	109	97	110

In the list so far, four contain a carbonyl joined to an NH by a bond outside any ring:
entry	SMILES	COLO 205	SNB-19	HCC-2998	SNB-75	KM12	HCT-116	HT29	HCT-15	SW-620
1	CCN(CC)CCCNC(=O)c1ccc(N)cc1O	.	106	79	113	106	95	103	96	96
2	Cc1ccc(NC(=O)c2sc3nc4c(cc3c2N)C(=O)CCC4)cc1	24	72	80	86	57	92	.	59	67
9	CN1CCN(Cc2ccc(NC(=O)c3cncc(C#Cc4cnc5ccc(N)nn45)c3)cc2C(F)(F)F)CC1	-42*	35	21	58	3.5*	1.2*	6.0*	50	0.7*
10	COc1ccc(NC(=O)N2CCN(c3nc(-c4ccc(C)cc4)nc4ccccc34)CC2)cc1	103	73	72	83	77	76	73	62	93

(more compounds)
entry	SMILES	COLO 205	SNB-19	HCC-2998	SNB-75	KM12	HCT-116	HT29	HCT-15	SW-620
17	O=P(Cc1ccccc1)(c1ccccc1)c1ccccc1	110	102	118	93	103	111	110	103	102
18	N=C(N)c1ccc(N=Nc2ccc(O)c3c2ccc[n+]3[O-])cc1	76	86	90	89	73	74	.	90	80
19	CCC(C)(C)C1CCC(O)CC1 (centres undefined)	110	100	.	100	96	99	97	89	101
20	C=CCc1cc(C(CC)(C(=O)CC)c2ccc(O)c(CC=C)c2)ccc1O	121	95	93	72	74	63	88	66	83
21	O=C(c1ccccc1)c1c(-c2ccccc2)oc2c1CNC1C=CC=CC21 (centres undefined)	107	102	104	99	96	91	98	108	97
22	O=S(=O)(Oc1ccc(-c2ccc(Br)cc2)cc1)c1ccccc1	116	105	100	124	105	98	91	94	111
23	CCCCCCCCCCC/C(=N/O)c1ccccc1	116	107	99	109	111	105	116	117	108
24	CCCCCCCCCC[N+](C)(C)N	100	87	98	79	100	95	85	101	102
25	Cc1cc(C)c([N+](=O)[O-])c(O)c1	109	105	100	97	113	100	113	107	96
26	CC(C)C[C@H](NC(=O)CCn1ccc2ncccc2c1=O)B(O)O	79	83	95	97	102	52	65	84	70
27	O=C(/C=C(/C=C/c1cccc(OC(F)(F)F)c1)OB(F)F)/C=C/c1cccc(OC(F)(F)F)c1	113	96	103	88	100	103	91	109	108
28	Cc1cc(CO)c(O)c(CO)c1	114	114	97	64	107	98	95	102	100
29	Cc1cccc(/C=C\C(=O)c2ccccc2)c1	114&112	103&87	103&97	112&90	63&86	57	99&92	101&89	62&85
30	Nc1c(C(=O)Nc2cccc3ccccc23)sc2nc3c(cc12)C(=O)CCC3	-21*	55	12	21	26	18	9.0*	19	21
31	O=C1NC(=S)NC(=O)C1Cn1c(-c2ccccc2)nc2ccccc21	108	97	108	91	101	107	103	102	101
32	Cn1ncc2c(=O)[nH]nnc21	126	109	105	110	104	107	106	100	101
33	O=C1NC(Cc2ccccc2)C(=O)N1Cc1ccccc1 (centres undefined)	110	108	109	88	106	102	103	101	99
34	O=[N+]([O-])c1ccc(-c2ncc(-c3ccc(O)cc3O)[nH]2)cc1	112	93	123	103	112	.	123	100	106
35	CN(Cc1ccccc1)c1nc(Cl)c(C2CC(c3ccc(Br)cc3)=NN2C=O)s1 (centres undefined)	102	98	92	97	92	81	92	88	99
36	Nc1ccccc1CCc1ccccc1N	104	98	103	80	95	105	103	98	108
37	O=C(COC(=O)c1ccc([N+](=O)[O-])o1)Nc1cccc(Cl)c1Cl	106	82	.	97	104	95	114	97	107
38	Cc1c(-c2csc(N/N=C/c3ccco3)n2)nnn1-c1ccc([N+](=O)[O-])cc1	107	91	106	78	102	83	105	101	114
39	Cc1c(O)c(=O)ccn1-c1ccc2sc(N)nc2c1	104	103	108	81	102	94	98	82	99
40	CCN(CC)CCNc1ccc(CO)c2sc3ccccc3c(=O)c12	12	43	41	.	42	24	18	27	29

Five records drawn at random from those above, as already listed:
entry	SMILES	COLO 205	SNB-19	HCC-2998	SNB-75	KM12	HCT-116	HT29	HCT-15	SW-620
40	CCN(CC)CCNc1ccc(CO)c2sc3ccccc3c(=O)c12	12	43	41	.	42	24	18	27	29
37	O=C(COC(=O)c1ccc([N+](=O)[O-])o1)Nc1cccc(Cl)c1Cl	106	82	.	97	104	95	114	97	107
35	CN(Cc1ccccc1)c1nc(Cl)c(C2CC(c3ccc(Br)cc3)=NN2C=O)s1 (centres undefined)	102	98	92	97	92	81	92	88	99
36	Nc1ccccc1CCc1ccccc1N	104	98	103	80	95	105	103	98	108
34	O=[N+]([O-])c1ccc(-c2ncc(-c3ccc(O)cc3O)[nH]2)cc1	112	93	123	103	112	.	123	100	106

Further compounds.
entry	SMILES	COLO 205	SNB-19	HCC-2998	SNB-75	KM12	HCT-116	HT29	HCT-15	SW-620
41	O=C(O)c1cc(S(=O)(=O)O)ccc1O	126	113	106	100	92	111	112	114	124
42	CC(C)c1cccc(C(C)C)c1NC(=O)N1CCOCC1	102	97	105	88	93	96	113	97	96
43	NC/C(=C/F)COc1ccc2nc(N3CCOCC3)oc2c1	114	114	119	57	105	107	104	121	103
44	Cc1cc(N=C2C=CC(=O)C=C2)c(N)cc1N	106	95	98	.	105	94	111	111	92
45	CC(C)C[C@H](NC(=O)[C@@H]1CCCCCCCCCCC(=O)N[C@@H](CC(=O)N2CCC[C@@H]2C2CCCC2)C(=O)N1)B(O)O	-65*	6.2*	-100*	-77*	-36*	-80*	-18*	-37*	4.2*
46	COc1ccc(-n2nc(C(=O)NCC(=O)O)nc2-c2ccccc2)cc1	124	100	118	103	108	101	99	113	112
47	COc1cnc2c(c1)C(=O)c1c-2n(CCCNC(C)C)c(=O)c2cc(OC)c(OC)cc12	39	25	49	71	29	26	11	35	-25*
48	CC(C)(C)c1ccc(CCO)cc1	110	96	95	97	115	100	110	109	114
49	COc1nc2c(c(=O)n(C)c(=O)n2C)n1C	103	112	108	88	103	108	103	102	99
50	COc1ccc(CC(N)(C(=O)O)c2ccccc2)cc1 (centres undefined)	100	97	113	109	105	95	99	93	106
51	CC(C)(C)CC(C)(C)n1nnnc1C(NC12CC3CC(CC(C3)C1)C2)c1c2ccccc2cc2ccccc12 (centres undefined)	106	83	92	86	90	64	86	79	94
52	CC(C)=NOC(=O)Nc1ccccc1	102	104	88	90	98	102	107	105	103
53	COc1ccc(C(=O)/C=C/c2cn(-c3ccccc3)nc2-c2ccc(Cl)cc2)cc1	105	95	111	82	77	53	88	73	102
54	COc1cccc(C(=O)c2ccccc2C(=O)O)c1	94	98	104	64	96	101	107	92	105
55	CN1C(=O)CN(CCN2CC(=O)N(C)C(=O)C2)CC1=O	106	104	106	89	106	108	107	111	102
56	Clc1ccc(-c2cc(-c3ccc(Cl)cc3)cc(-c3ccc(Cl)cc3)c2)cc1	104	105	100	100	104	96	89	101	105

Full records, quoted from the list. Values in the order: COLO 205, SNB-19, HCC-2998, SNB-75, KM12, HCT-116, HT29, HCT-15, SW-620
CN1C(=O)CN(CCN2CC(=O)N(C)C(=O)C2)CC1=O is entered as 106, 104, 106, 89, 106, 108, 107, 111, 102
COc1nc2c(c(=O)n(C)c(=O)n2C)n1C is entered as 103, 112, 108, 88, 103, 108, 103, 102, 99
CC(C)(C)CC(C)(C)n1nnnc1C(NC12CC3CC(CC(C3)C1)C2)c1c2ccccc2cc2ccccc12 (centres undefined) is entered as 106, 83, 92, 86, 90, 64, 86, 79, 94
COc1ccc(CC(N)(C(=O)O)c2ccccc2)cc1 (centres undefined) is entered as 100, 97, 113, 109, 105, 95, 99, 93, 106

The list goes on:
entry	SMILES	COLO 205	SNB-19	HCC-2998	SNB-75	KM12	HCT-116	HT29	HCT-15	SW-620
57	Cc1cc(N2CCCCC2)nc(N(CCCNc2ccnc3cc(Cl)ccc23)Cc2ccco2)n1	-35*	27	55	54	29	0.5*	2.0*	11	9.5*
58	O=C1c2cc(Cl)ccc2Oc2cc([N+](=O)[O-])ccc2N1c1ccc(Cl)cc1F	101	91	102	75	95	78	81	78	93
59	Cc1ccc(S(=O)(=O)Nc2cccc3ccccc23)cc1	107	86	92	85	56	87	96	85	87
60	COc1cccc(C2=NN(c3ccc(-c4ccccc4)nn3)C(c3ccccc3F)C2)c1 (centres undefined)	108	88	105	79	87	81	93	95	89
61	O=c1[nH]n(C(=S)N/N=C/c2ccccc2Br)c(=O)c2ccccc12	116	100	111	93	105	99	99	103	.
62	C=CCSc1nnc(-c2ccc3nc(-c4ccc(Cl)cc4)[nH]c3c2)o1	128	103	107	129	102	111	101	95	114
63	CCCCn1cc(-c2nc3ccccc3[nH]2)c2cccnc21	97	99	101	95	98	98	111	98	93
64	NC(N)=NS(=O)(=O)c1ccc(N=Nc2c(N)[nH][nH]c2=O)cc1	107	102	114	103	103	107	111	99	97
65	O=[N+]([O-])c1ccc(Sc2ccccc2)cc1	122	121	85	99	109	102	112	112	109
66	O=c1oc2ccccc2cc1-c1cs/c(=N/N=C\c2ccc(Cl)cc2)n1/N=C/c1ccc(Cl)cc1	109	99	105	113	102	87	83	105	103
67	C[C@H]1CNCCCN1S(=O)(=O)c1cccc2cncc(F)c12	101	112	110	51	106	91	87	104	103
68	COc1cc2nc(-c3ccc(C(F)(F)F)cc3)cc(OCCN3CCC(O)CC3)c2cc1OC	36	89	78	58	87	55	47	54	92
69	CC1(C)OCC(COC(c2ccccc2)(c2ccccc2)c2ccccc2)O1 (centres undefined)	109	100	97	89	96	90	92	100	104
70	COc1ccc(C2C3=C(COC3=O)N(CCO)c3cc4c(cc32)CCC4)cc1 (centres undefined)	52	62	61	42	21	33	15	37	31
71	Cc1ccc(S(=O)(=O)N/N=C2/CC3CCC(C)(C2)C3)cc1 (centres undefined)	112	98	92	104	102	97	119	105	97
72	O=C1C(c2[nH]c3ccc(S(=O)(=O)O)cc3c2O)=Nc2ccc(S(=O)(=O)O)cc21	104	115	92	.	102	91	109	93	90
